Anthrax LF inh2 = blocks Bacillus anthracis lethal factor protease | AID 588501 | hit rate 0.12% among 360,000 | inhibition, % at 10 µM | multiplex microsphere protease cleavage assay, LF; note: plate controls were buffer without enzyme for full effect and enzyme alone for no effect
CCHF vOTU inh = blocks the CCHF virus ovarian tumor domain protease; AID 651958; hit rate 0.55% among 370,000; inhibition, % at 11.5 µM; CCHFV vOTU protease, Pep-AMC fluorescence; in the data active = inhibition above about 30%; note: 0% = vehicle wells with enzyme and 100% = no enzyme wells
PriA SSB inh = inhibitors of Klebsiella pneumoniae PriA binding to SSB C-terminal tail; AlphaScreen SSBct-PriA binding, biotinylated peptide; inhibition, % at 33 µM; hit rate 0.6% among 430,000; in the data active = inhibition mostly above about 37%, no sharp cut-off; inactive = mostly below about 20%;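 note: plate controls were negative control peptide for no effect and reference peptide for full effect; strong numbers were not always called active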
Vc quorum ag = induces V. cholerae light production without autoinducers. hit rate 0.16% among 350,000. activation, % at 18.7 µM. V. cholerae BH1578 lux reporter, luminescence, 6 h; in the data active = activation mostly above about 9.7%, no sharp cut-off; inconclusive = no clear call, values can overlap the other calls; inactive = mostly below about 3.7%; note: not every result past the cut was called active; inactives centre near 0; reference of the scale not given here
Yp Topo-I inh = blocks Yersinia pestis topoisomerase I activity; Y. pestis Topo-I cleavage product accumulation, plate reader; activity, % at 10 µM; hit rate 0.064% among 360,000; in the data active = activity above about 50%, passing the limit was not always enough; inconclusive = no clear call, values can overlap the other calls; note: inactives centre near 2
VHR inh abs = DUSP3 (human) phosphatase inhibition; P51452; recombinant VHR phosphatase, pNPP absorbance; inhibition, % at 13.3 µM; hit rate 0.52% among 290,000; AID 1654; in the data active = inhibition above about 50%; note: some compounds called inactive have numbers as strong as hits
TcdB GH inh = TcdB glycohydrolase inhibition; hit rate 0.24% among 350,000; P18177; inhibition, % at 9.99 µM; TcdB glycohydrolase enzymatic assay, plate reader; in the data active = inhibition above about 10%
Target sequence (P18177 whole entry, looked up): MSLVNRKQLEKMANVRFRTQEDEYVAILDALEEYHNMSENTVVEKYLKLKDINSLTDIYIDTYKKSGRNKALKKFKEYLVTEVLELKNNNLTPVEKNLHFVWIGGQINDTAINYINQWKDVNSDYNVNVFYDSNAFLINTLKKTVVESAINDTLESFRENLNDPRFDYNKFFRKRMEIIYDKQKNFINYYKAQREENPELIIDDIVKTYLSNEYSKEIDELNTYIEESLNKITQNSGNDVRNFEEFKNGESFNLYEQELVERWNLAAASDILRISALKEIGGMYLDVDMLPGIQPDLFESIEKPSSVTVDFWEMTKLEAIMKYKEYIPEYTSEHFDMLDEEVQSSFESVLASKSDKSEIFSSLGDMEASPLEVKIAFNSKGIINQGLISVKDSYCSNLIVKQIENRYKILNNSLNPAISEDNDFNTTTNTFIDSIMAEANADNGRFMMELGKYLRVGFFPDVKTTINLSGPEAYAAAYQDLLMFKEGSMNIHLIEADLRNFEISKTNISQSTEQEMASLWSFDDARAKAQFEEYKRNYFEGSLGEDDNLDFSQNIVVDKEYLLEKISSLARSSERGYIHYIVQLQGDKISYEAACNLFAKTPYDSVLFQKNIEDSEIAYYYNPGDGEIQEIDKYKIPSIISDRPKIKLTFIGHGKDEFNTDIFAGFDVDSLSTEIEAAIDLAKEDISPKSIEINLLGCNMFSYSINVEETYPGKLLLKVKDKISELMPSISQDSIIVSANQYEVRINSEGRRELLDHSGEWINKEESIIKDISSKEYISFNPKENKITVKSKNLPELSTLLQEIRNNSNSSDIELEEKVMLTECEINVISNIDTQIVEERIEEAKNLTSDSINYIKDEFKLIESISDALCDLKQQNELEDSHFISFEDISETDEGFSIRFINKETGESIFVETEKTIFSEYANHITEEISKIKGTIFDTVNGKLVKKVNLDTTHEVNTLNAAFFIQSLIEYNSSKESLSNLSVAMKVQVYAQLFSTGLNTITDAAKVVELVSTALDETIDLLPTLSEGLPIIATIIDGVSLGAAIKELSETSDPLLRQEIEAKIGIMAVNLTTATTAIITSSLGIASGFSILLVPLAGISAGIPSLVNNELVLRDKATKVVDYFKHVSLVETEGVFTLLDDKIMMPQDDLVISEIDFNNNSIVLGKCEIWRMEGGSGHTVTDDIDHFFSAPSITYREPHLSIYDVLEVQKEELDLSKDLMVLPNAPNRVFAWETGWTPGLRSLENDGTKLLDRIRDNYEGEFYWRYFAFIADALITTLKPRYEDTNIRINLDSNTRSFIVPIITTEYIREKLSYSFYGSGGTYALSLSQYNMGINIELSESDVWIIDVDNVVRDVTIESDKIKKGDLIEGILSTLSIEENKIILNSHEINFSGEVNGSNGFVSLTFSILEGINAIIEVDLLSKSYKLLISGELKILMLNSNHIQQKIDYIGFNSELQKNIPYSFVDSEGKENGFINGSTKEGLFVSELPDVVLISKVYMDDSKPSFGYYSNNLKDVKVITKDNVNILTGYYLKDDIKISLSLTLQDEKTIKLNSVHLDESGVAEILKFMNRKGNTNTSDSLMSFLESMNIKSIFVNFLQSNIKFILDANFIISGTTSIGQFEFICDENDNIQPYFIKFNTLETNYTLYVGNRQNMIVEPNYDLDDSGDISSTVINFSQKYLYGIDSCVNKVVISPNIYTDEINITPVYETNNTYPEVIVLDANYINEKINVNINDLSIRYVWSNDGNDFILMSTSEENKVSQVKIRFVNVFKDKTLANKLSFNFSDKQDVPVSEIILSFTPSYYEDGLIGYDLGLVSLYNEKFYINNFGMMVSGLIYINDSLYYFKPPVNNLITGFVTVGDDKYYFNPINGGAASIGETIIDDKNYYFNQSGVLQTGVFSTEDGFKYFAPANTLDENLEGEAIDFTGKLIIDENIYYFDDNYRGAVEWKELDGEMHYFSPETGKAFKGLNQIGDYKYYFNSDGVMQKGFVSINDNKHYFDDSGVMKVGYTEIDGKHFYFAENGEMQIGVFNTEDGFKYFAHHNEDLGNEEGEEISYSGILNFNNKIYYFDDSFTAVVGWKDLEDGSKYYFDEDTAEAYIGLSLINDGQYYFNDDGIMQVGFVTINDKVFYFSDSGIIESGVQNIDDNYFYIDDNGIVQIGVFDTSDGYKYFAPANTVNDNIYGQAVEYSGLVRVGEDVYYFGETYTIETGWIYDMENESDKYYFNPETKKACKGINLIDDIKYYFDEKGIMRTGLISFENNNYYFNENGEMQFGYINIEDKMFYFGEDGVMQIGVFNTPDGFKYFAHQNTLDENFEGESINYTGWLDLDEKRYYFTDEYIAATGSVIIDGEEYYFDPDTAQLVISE
BoNT-A LC inh2 = BoNT A light chain protease inhibition | multiplex microsphere protease substrate cleavage, flow cytometry | inhibition, % at 10 µM | hit rate 0.17% among 360,000 | AID 588499; note: plate controls were buffer without enzyme for full effect and enzyme alone for no effect
SARS 3CLpro inh = SARS-CoV 3CLpro protease inhibition; recombinant SARS-CoV 3CLpro, quenched FRET peptide cleavage; inhibition, % at 6 µM; hit rate 0.14% among 290,000; in the data active = inhibition above about 12%
PfHsp40 rescue = restores yeast growth despite PfHsp40 toxicity. S. cerevisiae expressing PfHsp40, growth rescue, ATP luminescence. growth rescue, % at 12.5 µM. hit rate 0.68% among 340,000. AID 504582; in the data active = growth rescue above about 28%, passing the limit was not always enough; inconclusive = no clear call, values can overlap the other calls;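 note: yeast W303a lacking pdr1 and pdr3 grown in galactose medium; growth measured after three days at 30 °C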
Starred values were filed as active, the others as inactive; i = inactive; u = inconclusive; x = not tested or not shown; & = joins results of further samples. Cut-off read from the data, not from the text of the source, unless noted: active = inhibition above about 30%; inconclusive = no clear call, values can overlap the other calls; inactive = below that. An excerpt; rates above refer to the full screens.

SMILES	Anthrax LF inh2	CCHF vOTU inh	PriA SSB inh	Vc quorum ag	Yp Topo-I inh	VHR inh abs	TcdB GH inh	BoNT-A LC inh2	SARS 3CLpro inh	PfHsp40 rescue
O=C(NCc1cc(C(F)(F)F)ccc1Cl)c1cccc2c1C(=O)c1ccc(N3CCC(Cc4ccccc4)CC3)cc1S2(=O)=O	18	x	-6	-3.7	-2	x	x	7.3	x	1.7
CC(=O)c1cccc(NC(=O)CSc2nnc(-c3ccncc3)o2)c1	4	11	4	i	2	x	-0.9	0.2	x	-0.7
CCOc1ccc(NC(=O)CC2C(=O)N(c3ccc(OC)cc3)C(=S)N2Cc2ccccn2)cc1 (stereo not given)	-2	-8	3	-0.3	-3	4	2.1	-0.8	0	-1.2
C/C(=N\NC(=O)c1cccc([N+](=O)[O-])c1)c1ccncc1	-7	-2	x	i	-6	26	-5.2	-1.4	8	-0.2
CCN(CC(=O)Nc1c(F)cccc1F)C(=O)c1ccc2ncsc2c1	-42	-1	3	i	-5	x	0.6	-181	x	0.2
C=CCNC(=O)CN(Cc1ccccc1)S(=O)(=O)c1ccc(C)cc1	x	0	-12	-0.9	5	9	5.4	x	6	-1.0
Cc1cccc(-n2cnc(C(=O)N/N=C/c3ccccc3)c2)n1	-1	6	x	-0.8	7	7	x	-0.2	3	0.5
COc1ccc([N+](=O)[O-])cc1NC(=O)C(C)OC(=O)CSC(C)C(=O)Nc1cc(C)on1 (stereo not given)	-3	9	-5	-1.8	-7	x	2.1	2.4	x	0.3
CCC(Sc1ncnc2c1nnn2-c1ccc(F)cc1)C(=O)OC (stereo not given)	-1	-10	-18	i	2	7	x	0.3	2	-0.4
CC(C)CC(NC(N)=O)C(=O)NCc1ccc(Cl)cc1 (stereo not given)	3	-2	-3	-0.3	4	2	0.7	-0.1	5	0.8
CCC(CC)c1nnc(NC(=O)CS(=O)(=O)Cc2ccccc2)s1	0	11	-3	i	3	x	x	-0.4	3	-0.6
O=C(COc1ccc(Cl)cc1Cl)N(c1ccccn1)C1CCCCC1	-2	6	-47	-2.6	38	-2	x	0.2	3	0.2
CC1CCc2c(sc(NC(=O)c3ccccc3C(=O)O)c2C#N)C1 (stereo not given)	-1	7	-7	-1.2	8	15	-1.4	-0.1	5	-1.2
COc1cccc(CN2CC(C(=O)N3CCN(c4ccc(Cl)cc4)CC3)CCC2=O)c1 (stereo not given)	-1	2	2	1.6	4	14	0.9	2.3	0	-0.6
COc1ccc(CCNC2=NCCS2)cc1OC	-4	9	-8	-0.3	0	22	-0.5	0.5	3	-0.8
Cc1cc(OC(C)C)c2c(-c3ccccc3)cc(=O)oc2c1	-4	12	-23	i	29	13	x	-0.3	-3	1.0
Cc1nc(Cc2nnc(SCC(=O)N(C)c3ccccc3)o2)cs1	-2	7	-6	0.1	5	x	1.3	3.3	x	-0.7
Cc1cc(NC(=O)c2cc(-c3ccc(O)cc3)on2)no1	-3	-4	-10	-0.3	0	-2	1.6	-0.1	2	-0.1
O=C(Nc1ccccc1)N1CCNCC1	-5	-6	4	i	-4	13	1.6	-0.9	6	-0.9
CC(C)[C@H](NC(=O)C1CCN(S(=O)(=O)c2ccccc2)CC1)C(=O)NCc1ccco1	-2	11	-14	0.5	-3	11	-0.6	0.6	-1	1.1
Cc1cc(OC(C)C(=O)NCC2CCC(C(=O)O)CC2)c2c(C)cc(=O)oc2c1 (stereo not given)	-10	-36	0	-0.5	7	21	0.4	0.2	-1	1.2
COc1ccc(/C=N/NC(=O)c2[nH]nc3c2CCc2ccccc2-3)cc1OC	0	7	x	-0.3	27	34	0.8	-0.5	0	0.5
COc1ccc(NS(=O)(=O)c2cccc(NC(=O)CCS(=O)(=O)c3ccccc3)c2)cc1	-7	1	7	-0.1	0	4	x	-0.9	2	-1.1
O=C(O)c1ccccc1Cc1ccc(F)c2ccccc12	-8	6	x	i	5	x	-2.4	-1.8	x	x
O=C1c2ccccc2C(Nc2cccc(C(F)(F)F)c2)N1Cc1ccco1 (stereo not given)	1	24	-5	-0.1	4	19	x	-0.6	8	4.6

4 compounds picked at random from those above, as already listed:
SMILES	Anthrax LF inh2	CCHF vOTU inh	PriA SSB inh	Vc quorum ag	Yp Topo-I inh	VHR inh abs	TcdB GH inh	BoNT-A LC inh2	SARS 3CLpro inh	PfHsp40 rescue
CCC(Sc1ncnc2c1nnn2-c1ccc(F)cc1)C(=O)OC (stereo not given)	-1	-10	-18	i	2	7	x	0.3	2	-0.4
C=CCNC(=O)CN(Cc1ccccc1)S(=O)(=O)c1ccc(C)cc1	x	0	-12	-0.9	5	9	5.4	x	6	-1.0
Cc1cccc(-n2cnc(C(=O)N/N=C/c3ccccc3)c2)n1	-1	6	x	-0.8	7	7	x	-0.2	3	0.5
O=C(O)c1ccccc1Cc1ccc(F)c2ccccc12	-8	6	x	i	5	x	-2.4	-1.8	x	x

(list continues)
SMILES	Anthrax LF inh2	CCHF vOTU inh	PriA SSB inh	Vc quorum ag	Yp Topo-I inh	VHR inh abs	TcdB GH inh	BoNT-A LC inh2	SARS 3CLpro inh	PfHsp40 rescue
Cc1ncc(CO)c2c1Oc1nc(-c3ccccc3)nc(SCC(=O)N(C)c3ccccc3)c1C2	x	13	x	x	x	-6	0.5	x	8	x
Cc1ccc(CN2CC(C(=O)N3CCN(S(=O)(=O)c4cc(C)ccc4C)CC3)CC2=O)cc1 (stereo not given)	-1	-4	-4	-1.3	24	x	3.0	-0.5	x	-0.5
CCN(CC)c1nc(C#N)nc(N(CC)CC)n1	-1	5	4	-0.8	3	-8	x	-0.3	-3	0.5
O=C1CCCc2c1cc(C(=O)Nc1ccc(Cl)cn1)c(=O)n2-c1ccccc1	-1	-9	-7	-0.6	9	-22	x	-0.7	4	2.0
COCCCN1C(=O)C(=O)/C(=C(/O)c2ccc(S(=O)(=O)N3CCOCC3)cc2)C1c1ccc(C)cc1 (stereo not given)	-3	1	x	-1.5	8	-58	1.2	-0.2	-2	-0.7
COc1ccc(CCNC(=O)C2c3ccccc3C(=O)N2CCC(C)C)cc1OC (stereo not given)	-13	12	1	-0.6	-9	1	1.1	0.4	2	-0.7
O=S(=O)(c1ccc(NC(=S)N/N=C/c2c3ccccc3cc3ccccc23)cc1)N1CCOCC1	14	11	x	-0.3	-8	-10	-0.2	33*	-3	1.9
O=C1/C(=C\c2ccc([N+](=O)[O-])cc2)CS(=O)(=O)C/C1=C/c1ccc([N+](=O)[O-])cc1	5	-3	-5	-5.6	-14	x	-1.0	0.2	x	-0.4
O=[N+]([O-])CC(c1ccccc1)P(=O)(c1ccccc1)c1ccccc1 (stereo not given)	-2	-11	-5	-0.6	0	3	-0.9	-2.4	-5	-0.6
c1ccc(-c2nnc(N3CCOCC3)nc2-c2ccccc2)cc1	-1	10	-6	-2.4	20	28	x	2.8	1	-0.1
OCc1cc(CO)c(O)c(CCc2ccccc2)n1	-2	6	6	-7.7	-2	35	x	-0.1	-2	-2.4
Cc1ccc(S(=O)(=O)N2CCOCC2)cc1C(=O)N(C)CCOc1ccc(Cl)cc1	-2	x	-1	-0.7	-7	-24	0.7	0.9	0	0.7
CCOc1cc(NC(=S)NCCCN2CCOCC2)c(OCC)cc1NC(=O)c1cccc(F)c1	-2	3	-3	-0.4	2	17	0.2	0.0	3	-2.1
CCOC(=O)c1cccc(NC(=O)CCn2nc(C)c(S(=O)(=O)N3CCCCC3)c2C)c1	4	-13	-1	-4.8	11	7	0.5	-1.4	1	-0.9
CCCCn1c(=O)[nH]c2nc3cc(N)ccc3nc2c1=O	-6	50*	-17	-0.6	-7	1	-4.8	-1.3	-11	2.7
O=C(c1cccc(S(=O)(=O)NCc2ccc3c(c2)OCO3)c1)N1CCCC1	-4	11	-12	i	4	x	-2.6	2.7	x	0.5
COCCn1c(C)cc(C(=O)COC(=O)CCN2C(=O)c3ccccc3C2=O)c1C	-3	2	2	i	12	3	x	-1.0	0	-1.0
O=C(COC(=O)c1ccc(Cl)c([N+](=O)[O-])c1)NC1CCCC1	-1	-12	-4	0.1	3	x	8.8	-2.0	-6	1.1
C/C(=N/NC(=O)c1ccccn1)c1c[nH]c2ccccc12	-6	11	x	i	-5	31	-7.7	-0.3	-8	-0.9
c1cn2c(NC3CCCCC3)c(-c3ccc(SC4CCCCC4)cc3)nc2cn1	0&-5	-4&11	-10	i	4	x	1.0&2.7	0.1&-0.9	x	4.7
COc1ccccc1C(c1nnnn1CS(=O)(=O)c1ccc(C)cc1)N1CCSCC1 (stereo not given)	-4	-11	7	i	14	17	x	-0.4	-12	1.0
COc1ccc(S(=O)(=O)Cc2ccc(C(=O)N3CCN(C(=O)c4ccco4)CC3)o2)cc1	-8	-8	-10	-0.5	-3	17	0.6	-0.3	-5	-1.0
Cc1cc(C)n2nc(C(=O)OC(C)C(=O)c3ccccc3)nc2n1 (stereo not given)	-1	-5	-10	i	-1	x	-1.3	3.2	x	0.1
O=C(NCc1ccco1)C1CCCN(S(=O)(=O)c2cc(Cl)ccc2Cl)C1 (stereo not given)	0	9	-11	i	16	10	2.4	0.8	-2	1.9
O=C(Cn1ncc2c3ccccc3n(Cc3ccccc3)c2c1=O)N1CCN(c2ncccn2)CC1	3	x	-3	i	27	23	x	-1.0	2	-0.1

(further entries)
SMILES	Anthrax LF inh2	CCHF vOTU inh	PriA SSB inh	Vc quorum ag	Yp Topo-I inh	VHR inh abs	TcdB GH inh	BoNT-A LC inh2	SARS 3CLpro inh	PfHsp40 rescue
CC(C)N(Cc1cnn(C)c1)Cc1nc(Cc2ccccc2Cl)no1	5	-4	-1	-2.2	23	19	0.3	0.2	-1	0.0
c1ccc2c(c1)CC(N1CCCCC1)c1ccccc1N2 (stereo not given)	-6	-12	-11	0.6	-7	27	x	-0.5	-3	0.4
COc1cccc(NC(=O)C(Sc2nc3ccccc3c(=O)n2CC(C)C)c2ccccc2)c1 (stereo not given)	-1	3	2	-3.6	-2	22	1.3	-0.9	3	0.4
CC(C)Cc1nc(N2CCN(C(=O)C(C)C)CC2)c(C#N)c2c1CCC2	-4	0	-11	i	12	4	x	0.1	4	3.4
CCOc1cc(C(=O)OC(C)C(=O)Nc2ccc(NC(C)=O)cc2)ccc1OCC(=O)N1CCCCC1 (stereo not given)	-3	21	2	-0.1	12	-3	-0.1	-2.4	0	-2.2
CCCNC(=S)N1CCN(Cc2ccc3c(c2)OCO3)CC1	4	-9	-9	-0.3	-5	15	2.3	0.9	2	2.1
Cc1cc(C)n(C(=O)c2ccc(S(=O)(=O)NCC3CCCO3)cc2)n1 (stereo not given)	-4	2	-11	0.5	-10	4	x	-0.5	-2	1.4
O=C(CCCOc1ccc(Cl)cc1Cl)NN1CCOCC1	0	-2	2	-0.3	-1	10	x	-0.7	-1	-1.0
COc1ccc(C(=O)CC(Nc2ccc([N+](=O)[O-])cc2)c2ccc(OC)cc2)cc1 (stereo not given)	-2	4	31	-0.2	5	-15	x	-1.9	6	0.9
OC(c1ccc(F)c(F)c1)c1nc(-c2cnc3ccccc3c2)cs1 (stereo not given)	-5	24	x	i	9	x	-0.4	0.0	x	x
CCCN1CCC(=O)N([C@H](CSc2ccccc2)c2ccccc2)CC1	-6	18	9	0.6	26	32	-5.5	0.8	-9	0.0
O=C(OCn1ncc(Br)c(Br)c1=O)c1ccc(F)cc1	0	x	6	-0.8	2	15	x	0.5	4	u
C[C@H]1CN([C@@H](C)CO)C(=O)CCCn2nncc2CO[C@@H]1CN(C)S(=O)(=O)c1ccccc1	-3	-1	x	-0.4	-2	x	0.4&0.4	-0.4	x	x
Cc1cccc(NC(=O)c2nc[nH]c2C(=O)NC[C@H](C)O)c1	3	1	x	i	-4	x	0.1	-0.1	x	x
O=C(Nc1ccon1)c1ccc(Cl)c(S(=O)(=O)N2CCCCC2)c1	3	-4	-12	i	3	11	2.4	-0.9	-5	0.9
Cc1ccc(S(=O)(=O)NNC(=O)c2cc3cc4ccccc4nc3s2)cc1	-13	14	12	i	1	14	x	-2.7	1	1.7
Cc1ccc(-c2nc3sc4c(N)ncnc4c3c3c2CCCC3)cc1	-2	1	-11	i	10	32	x	-0.3	-1	0.2

Screens (PubChem)
